Insulin prom up = MIN6 insulin promoter up-regulation. 0.3% of 190,000 active. z-score at 5 µM. MIN6 insulin promoter-GFP reporter, high-content imaging; active compounds read high;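 active means z-score above 3 at 5 µM with at least 500 cells counted in the well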
MT stabilizer = microtubule stabilizers in HeLa cells. HeLa tubulin immunostaining HCS, 24 h; share of cells brighter than vehicle mean+2SD. % tubulin-high responders, % at 10 µM. 0.83% of 200,000 active. AID 2205;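 active means plate Z-score above 3 for both tubulin-high and condensed-nucleus cell shares, with cell loss under 80%, at 10 µM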;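 further: anti alpha tubulin signal scored within the nucleus-defined area of each cell; some results filed as inactive read as strong as hits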
M17LAP inhibition = P. falciparum M17LAP inhibitors, primary screen, biochemical, fluorogenic H-Leu-NHMec substrate, 1536-well (AID 1619). 0.38% of 220,000 active. inhibition, % at 30 µM, or IC50 in µM where a hit was titrated. recombinant M17LAP, H-Leu-NHMec fluorogenic kinetic assay; higher % means a stronger effect;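 active means compound inhibiting the enzyme by more than half at any dose during confirmatory dose-response retesting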;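 further: plate controls were full reaction with DMSO carrier for no effect and no enzyme background for full effect; strong numbers were not always called active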
NOD2 inhibition = inhibition of NOD2-driven NF-kB reporter – cell-based, luminescence, uHTS, HEK293 (AID 1566); HEK293 NOD2/NF-kB luciferase reporter, luminescence; higher % means a stronger effect; one-dose inhibition, % at 4 µM; EC50 in µM for titrated hits; 0.63% of 290,000 active; in the data active means inhibition above about 50%; further: many of its hits are not listed in these tables
bCat nuc transl = beta-catenin nuclear translocation modulation; HeLa beta-catenin nuclear translocation, immunofluorescence imaging; nuclear translocation activity, % at 5 µM; 0.3% of 190,000 active;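 active means nuclear translocation activity above 50% at 5 µM, with a well cell count of 50 or more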;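 further: per-cell ratio of nuclear to cytoplasmic median beta-catenin stain intensity; plate controls were DMSO negative control for no effect and GSK-3 inhibitor IX positive control for full effect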
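Test system: human HeLa cells, endogenous beta-catenin. Times: 24 h compound exposure, 37°C. Measured by: beta-catenin immunofluorescence imaging with DAPI.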
Dynein transport = dynein cargo transport inhibition. z-score, hits read low. 0.47% of 220,000 active. 3617.4 mouse cells, GR-EGFP nuclear translocation imaging; test concentration mostly 20 µM; stimulated with dexamethasone, 1 µM; active compounds read low. AID 1381;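 active means plate z-score of nuclear minus cytoplasmic receptor signal below a set negative limit, without overly bright fluorescence or cell loss, cut at about -3.5 in these data, passing the limit was not always enough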;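 further: z-score of nuclear minus cytoplasmic ring GR-EGFP intensity difference per well; some compounds called inactive have numbers as strong as hits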
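Medium: Induction medium lacking tetracycline, stripped serum | Probe or stimulus: 1.0 µM final dexamethasone stimulus | Schedule: 48 h induction, then 1 h compound, then 30 min agonist, 37 °C | Signal: Automated 10x imaging of fixed Hoechst-stained cells | Evaluation: Per-cell GR-EGFP intensity, nucleus versus surrounding cytoplasmic ring, well-averaged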
NOD1 inhibition = NOD1 signaling inhibitors, primary screen, cell-based, luminescence, uHTS (AID 1578) | inhibition, % at 4 µM; hits with a dose series show EC50 in µM | 1% of 290,000 active | NOD1-driven NF-kB luciferase reporter cells, luminescence; higher % means a stronger effect; in the data active means inhibition mostly above about 36%, no sharp cut-off; inactive means mostly below about 34%;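 further: HEK-293T reporter cells stimulated with the NOD1 agonist gamma-tri-DAP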
Yfh1-depleted yeast = mitochondrial function rescue without frataxin homolog – Friedreich's ataxia, plus single-dose screen, dose response (AID 1465); S. cerevisiae Yfh1-off respiration, WST-1 reduction, 72 h; higher fold induction means a stronger effect; 0.074% of 220,000 active; fold induction at 50 µM, or EC50 in µM where a hit was titrated;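 active means fold induction of absorbance versus untreated yeast above a set limit, then at least 30% activation at any dose in follow-up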;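 further: activators that raise dye reduction in frataxin-depleted yeast; strong numbers were not always called active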
Autophagy mod = modulators of autophagy; AID 463193; calls only at 10 µM (by protocol); MEF GFP-LC3 puncta imaging; test concentration mostly 10 µM; 0.98% of 190,000 active;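 active means percentage of spot-positive cells more than 3 SD above its plate mean, without a fluorescence outlier flag or 80% toxicity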;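 further: spot-positive cell cutoff set from DMSO-treated cells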
Dynein transport cytoplasmic EGFP = second read-out of Dynein transport, no call of its own (marks repeat the call); z-score; measured here: cytoplasmic GR-EGFP intensity; active compounds read high
Dynein transport nuclear GR-EGFP = recorded beside Dynein transport, whose call it bears; z-score; measured here: nuclear GR-EGFP intensity;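 lower value marks the stronger effect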
Dynein transport cell count = recorded beside Dynein transport, whose call it bears; z-score; measured here: cell count per field
Insulin prom up cell count = also measured in Insulin prom up; calls as there; cell count; measured here: cytotoxicity, nuclei count;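 total cells summed across four imaged fields per well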
bCat nuc transl cell count 5 µM = further read-out of bCat nuc transl, marked with its call; cell count; measured here: cell count, cytotoxicity flag
MT stabilizer Hoechst-high % = second read-out of MT stabilizer, no call of its own (marks repeat the call); % Hoechst-high responders; measured here: nuclear condensation Hoechst responders;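 share of cells brighter than vehicle mean plus two SD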
MT stabilizer cytotoxicity % = also measured in MT stabilizer; calls as there; toxicity, %; measured here: cytotoxicity by cell density;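 0% = mean cell density of plate MIN control wells and 100% = no cells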
Autophagy mod cell loss 18 h = second read-out of Autophagy mod, no call of its own (marks repeat the call); toxicity, %; measured here: cell loss, nuclei count;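 cell loss after 18 h compound exposure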
Numbers without * were called inactive.

For CCOC(=O)c1ccc2c(c1)nc(COc1ccc(OC)cc1)n2CC the results were Insulin prom up 0.1, MT stabilizer 2.6, M17LAP inhibition -3.4%, NOD2 inhibition 10.3%, Dynein transport 0.91, NOD1 inhibition -15.7%, Yfh1-depleted yeast inactive, Autophagy mod inactive, Dynein transport cytoplasmic EGFP -0.191, Dynein transport nuclear GR-EGFP 0.641, Dynein transport cell count -0.324, Insulin prom up cell count 1003, MT stabilizer Hoechst-high % 1.3, MT stabilizer cytotoxicity % 3.3 and Autophagy mod cell loss 18 h -2.8.
For CN(C)CCNC(=S)Nc1ccccc1C(C)(C)C the results were Insulin prom up 0.27, MT stabilizer 1.9, M17LAP inhibition -0.3%, NOD2 inhibition 13.9%, bCat nuc transl -0.5, Dynein transport -0.757, NOD1 inhibition -38.4%, Yfh1-depleted yeast inactive, Autophagy mod inactive, Dynein transport cytoplasmic EGFP -0.213, Dynein transport nuclear GR-EGFP -0.0496, Dynein transport cell count 0.646, Insulin prom up cell count 1711, bCat nuc transl cell count 5 µM 1052, MT stabilizer Hoechst-high % 1.7, MT stabilizer cytotoxicity % 11.4 and Autophagy mod cell loss 18 h 8.4.
`CSc1nc2ncc3c(n2n1)CC1c2ccccc2CCN1C3=O` (stereo not given) gave Insulin prom up -0.24, MT stabilizer 1.9, M17LAP inhibition -101.9%, NOD2 inhibition 26.9%, bCat nuc transl 1.0, Dynein transport -0.027, NOD1 inhibition 0.9%, Yfh1-depleted yeast inactive, Autophagy mod inactive, Dynein transport cytoplasmic EGFP -0.386, Dynein transport nuclear GR-EGFP 0.186, Dynein transport cell count 0.491, Insulin prom up cell count 1885, bCat nuc transl cell count 5 µM 1025, MT stabilizer Hoechst-high % 1.2, MT stabilizer cytotoxicity % 6.3 and Autophagy mod cell loss 18 h -3.3.
`O=C(CNCC1CCCO1)Nc1ccc(N2CCCCCC2)cc1` (stereo not given) gave Insulin prom up 1.47, MT stabilizer 2.7, M17LAP inhibition 35.5%, NOD2 inhibition 5.3%, Dynein transport -0.802, NOD1 inhibition 34.6%, Yfh1-depleted yeast inactive, Autophagy mod inactive, Dynein transport cytoplasmic EGFP -0.292, Dynein transport nuclear GR-EGFP 0.25, Dynein transport cell count 0.34, Insulin prom up cell count 1053, MT stabilizer Hoechst-high % 2.3, MT stabilizer cytotoxicity % 11.4 and Autophagy mod cell loss 18 h -3.8.
`CCOC(=O)Nc1sc(=S)n(C)c1C` gave Insulin prom up -1.71, MT stabilizer 1.7, M17LAP inhibition 26.2%, NOD2 inhibition 2.1%, bCat nuc transl -3.5, Dynein transport -0.911, NOD1 inhibition 19.6%, Yfh1-depleted yeast inactive, Autophagy mod inactive, Dynein transport cytoplasmic EGFP -0.247, Dynein transport nuclear GR-EGFP -0.337, Dynein transport cell count 0.505, Insulin prom up cell count 1327, bCat nuc transl cell count 5 µM 490, MT stabilizer Hoechst-high % 2.1, MT stabilizer cytotoxicity % 12.2 and Autophagy mod cell loss 18 h -0.2.
`O=C(Nc1nccs1)c1ccc(-c2ccc(F)cc2)o1` gave Insulin prom up -0.42, MT stabilizer 1.3, M17LAP inhibition 9.4%, NOD2 inhibition -117.5%, bCat nuc transl 0.4, Dynein transport -0.246, NOD1 inhibition -42.5%, Yfh1-depleted yeast inactive, Autophagy mod inactive, Dynein transport cytoplasmic EGFP -0.199, Dynein transport nuclear GR-EGFP 0.458, Dynein transport cell count -0.675, Insulin prom up cell count 1559, bCat nuc transl cell count 5 µM 830, MT stabilizer Hoechst-high % 1.1, MT stabilizer cytotoxicity % 3.4 and Autophagy mod cell loss 18 h 22.4.
For O=C(COC(=O)C1(c2ccc(F)cc2)CCCC1)NC1CC1 the results were Insulin prom up 0.63, MT stabilizer 2.4, M17LAP inhibition 9.1%, NOD2 inhibition -13.4%, bCat nuc transl 2.1, Dynein transport -0.553, NOD1 inhibition 9.2%, Yfh1-depleted yeast inactive, Autophagy mod inactive, Dynein transport cytoplasmic EGFP -0.175, Dynein transport nuclear GR-EGFP -0.0984, Dynein transport cell count 0.264, Insulin prom up cell count 1011, bCat nuc transl cell count 5 µM 901, MT stabilizer Hoechst-high % 1.8, MT stabilizer cytotoxicity % 4.7 and Autophagy mod cell loss 18 h -17.5.
For CCn1ncc(C2=NOC(C(=O)N3CCC(C(N)=O)CC3)C2)c1C (stereo not given) the results were Insulin prom up 0.85, M17LAP inhibition 22.8%, NOD2 inhibition 1.3%, bCat nuc transl 0.9, NOD1 inhibition -6.6%, Yfh1-depleted yeast inactive, Insulin prom up cell count 1062 and bCat nuc transl cell count 5 µM 821.
Screening CC(=NC1CC1)C1=C(O)c2ccccc2C1=O returned MT stabilizer 1.3, M17LAP inhibition 36.5%, NOD2 inhibition -48.0%, bCat nuc transl -5.9, Dynein transport -0.839, NOD1 inhibition -53.5%, Yfh1-depleted yeast inactive, Autophagy mod inactive, Dynein transport cytoplasmic EGFP 0.37, Dynein transport nuclear GR-EGFP -0.0863, Dynein transport cell count 0.35, bCat nuc transl cell count 5 µM 1200, MT stabilizer Hoechst-high % 1.5, MT stabilizer cytotoxicity % 5.5 and Autophagy mod cell loss 18 h -2.1.
COCCn1c(-c2ccccc2)cnc1N was read as Insulin prom up -0.78, MT stabilizer 2.5, M17LAP inhibition -18.2%, NOD2 inhibition -13.8%, bCat nuc transl -0.2, Dynein transport 0.45, NOD1 inhibition 24.1%, Yfh1-depleted yeast inactive, Autophagy mod inactive, Dynein transport cytoplasmic EGFP -0.233, Dynein transport nuclear GR-EGFP -0.775, Dynein transport cell count 0.114, Insulin prom up cell count 1457, bCat nuc transl cell count 5 µM 1308, MT stabilizer Hoechst-high % 1.7, MT stabilizer cytotoxicity % 6.4 and Autophagy mod cell loss 18 h 2.0.
`C=CCSc1nnc(Cn2c(=O)sc3ccccc32)n1C` gave Insulin prom up -0.01, MT stabilizer 3.0, M17LAP inhibition 5.0%, NOD2 inhibition 10.3%, bCat nuc transl -3.4, Dynein transport 0.869, NOD1 inhibition -17.5%, Yfh1-depleted yeast inactive, Autophagy mod inactive, Dynein transport cytoplasmic EGFP -0.236, Dynein transport nuclear GR-EGFP 0.547, Dynein transport cell count 0.383, Insulin prom up cell count 1152, bCat nuc transl cell count 5 µM 1250, MT stabilizer Hoechst-high % 2.8, MT stabilizer cytotoxicity % 11.2 and Autophagy mod cell loss 18 h 15.8.
Screening COc1ccc(C(C)(C)C)cc1S(=O)(=O)n1ccnc1C returned Insulin prom up 0.48, MT stabilizer 7.3, M17LAP inhibition 4.0%, NOD2 inhibition 9.0%, bCat nuc transl -2.8, Dynein transport -0.943, NOD1 inhibition -24.2%, Yfh1-depleted yeast inactive, Autophagy mod inactive, Dynein transport cytoplasmic EGFP -0.294, Dynein transport nuclear GR-EGFP -0.408, Dynein transport cell count 0.804, Insulin prom up cell count 1633, bCat nuc transl cell count 5 µM 1063, MT stabilizer Hoechst-high % 1.3, MT stabilizer cytotoxicity % 1.2 and Autophagy mod cell loss 18 h 9.8.
COc1cccc(-c2noc(C3CCCN(C(=O)CC(C)(C)C)C3)n2)c1 (stereo not given) was read as Insulin prom up -0.61, MT stabilizer 2.9, M17LAP inhibition -6.3%, NOD2 inhibition -65.2%, bCat nuc transl -0.2, Dynein transport 1.1, NOD1 inhibition -38.1%, Yfh1-depleted yeast inactive, Autophagy mod inactive, Dynein transport cytoplasmic EGFP -0.137, Dynein transport nuclear GR-EGFP 0.765, Dynein transport cell count -1.15, Insulin prom up cell count 1606, bCat nuc transl cell count 5 µM 1598, MT stabilizer Hoechst-high % 1.5, MT stabilizer cytotoxicity % 3.0 and Autophagy mod cell loss 18 h 35.4.
For CCCCc1nc2sc3c(c2c(=O)n1NC(=O)c1ccco1)CC(C)(C)OC3 the results were Insulin prom up 0.24, M17LAP inhibition 24.1%, NOD2 inhibition -35.0%, bCat nuc transl 0.0, Dynein transport -0.882, NOD1 inhibition -4.4%, Yfh1-depleted yeast inactive, Dynein transport cytoplasmic EGFP -0.286, Dynein transport nuclear GR-EGFP -0.536, Dynein transport cell count 1.86, Insulin prom up cell count 1002 and bCat nuc transl cell count 5 µM 1347.
Cc1ccc(C)c(C(=O)CC2(O)C(=O)Nc3ccccc32)c1 (stereo not given) was read as Insulin prom up 1.49, MT stabilizer 3.8, M17LAP inhibition 7.4%, NOD2 inhibition -3.0%, bCat nuc transl 2.9, Dynein transport 0.0768, NOD1 inhibition -10.3%, Yfh1-depleted yeast inactive, Autophagy mod inactive, Dynein transport cytoplasmic EGFP -0.207, Dynein transport nuclear GR-EGFP 0.218, Dynein transport cell count 1.09, Insulin prom up cell count 990, bCat nuc transl cell count 5 µM 965, MT stabilizer Hoechst-high % 1.5, MT stabilizer cytotoxicity % 8.0 and Autophagy mod cell loss 18 h 1.1.
Screening Fc1ccc(C(c2nnnn2Cc2ccco2)N2CCN(C3CCCCC3)CC2)cc1 (stereo not given) returned Insulin prom up -0.59, MT stabilizer 4.2, M17LAP inhibition -0.3%, NOD2 inhibition 2.3%, bCat nuc transl -0.9, Dynein transport 0.548, NOD1 inhibition -5.4%, Yfh1-depleted yeast inactive, Autophagy mod inactive, Dynein transport cytoplasmic EGFP -0.18, Dynein transport nuclear GR-EGFP 0.447, Dynein transport cell count -0.519, Insulin prom up cell count 1196, bCat nuc transl cell count 5 µM 1015, MT stabilizer Hoechst-high % 1.4, MT stabilizer cytotoxicity % 4.1 and Autophagy mod cell loss 18 h -3.5.

Only part of the results is shown (hit frequency here may not be typical).
